# Source: PubChem BioAssay
# ST2 IL33 inh: inhibitors of human ST2 (IL1RL1) binding to IL-33, primary screen, biochemical, AlphaLISA; Interleukin-1 receptor-like 1 (Homo sapiens), Q01638; AlphaLISA ST2-Fc/biotin-IL-33 interaction, 1 h; inhibition, % for hits at 17 µM; 78,000 compounds, 2.3% hits; AID 1259354, 2018; in the data active = inhibition above about 30%; inconclusive = mostly about 10% to 28%
# Target sequence (Q01638 whole entry, looked up): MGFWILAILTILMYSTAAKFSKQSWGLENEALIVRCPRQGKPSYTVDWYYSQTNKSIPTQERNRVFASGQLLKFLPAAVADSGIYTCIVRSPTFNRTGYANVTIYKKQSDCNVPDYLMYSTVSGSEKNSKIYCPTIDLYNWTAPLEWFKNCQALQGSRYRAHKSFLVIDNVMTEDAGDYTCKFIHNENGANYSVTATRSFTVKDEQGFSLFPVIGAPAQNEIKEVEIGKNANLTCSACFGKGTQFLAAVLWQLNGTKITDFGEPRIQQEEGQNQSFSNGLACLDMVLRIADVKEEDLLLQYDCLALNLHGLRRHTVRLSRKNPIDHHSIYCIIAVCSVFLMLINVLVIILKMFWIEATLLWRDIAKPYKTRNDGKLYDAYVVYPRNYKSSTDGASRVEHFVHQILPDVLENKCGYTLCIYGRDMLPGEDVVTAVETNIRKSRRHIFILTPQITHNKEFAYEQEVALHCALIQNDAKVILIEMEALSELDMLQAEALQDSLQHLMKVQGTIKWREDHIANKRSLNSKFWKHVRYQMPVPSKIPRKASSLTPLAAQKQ
# Active calls of the source: *; i = inactive; u = inconclusive. Not all compounds are listed. The share of hits here may be higher or lower than overall.
SMILES,ST2 IL33 inh
C=C[C@]1(C)C=C2CCC3C(C)(CCC[C@@]3(C)C(=O)O)C2CC1 (stereo not given in full),i
CN(C)c1ccc(C2C(C(=O)c3cc4ccccc4o3)=C(O)C(=O)N2CCCn2ccnc2)cc1 (stereo not given),i
COc1ccc(C2N(C)c3ccccc3N2C)cc1,i
Cc1nnc(Sc2cc(C(=O)NCCc3ccccc3)c3ccccc3n2)s1,i
COc1ccc(NC(=O)N2C[C@@H]3C[C@H](C2)c2ccc(NC(=O)C4CCCCC4)c(=O)n2C3)cc1,u
COc1ccc(C(=O)Nc2ccccc2I)cc1,i
CCOC(=O)C(C)Sc1nc2c(c(=O)n1-c1ccc(OCC)cc1)SCC2 (stereo not given),u
CCOC(=O)C1(CCCc2ccccc2)CCN(C(=O)CSC)CC1,i
Cc1cccn2c(=O)c3cc(C(=O)N(C)C4CCCCC4)n(C)c3nc12,u
CCOC(=O)C1=C(c2ccccc2)NC(=O)NC1c1ccc(Cl)cc1Cl (stereo not given),i
Cc1cc(Cl)c(OCCCCN2CCOCC2)c(Br)c1,u
CCOc1ccccc1C(=O)NCc1nc2cccnc2n1Cc1ccc(OC)cc1,u
Cc1ccccc1-c1nnc(NC(=O)NC(C)c2nc3ccccc3[nH]2)s1 (stereo not given),i
COc1cccc(CC(C2CCN(C(=O)C3=CCCC3)CC2)N(C)C(=O)c2ccco2)c1 (stereo not given),u
O=[N+]([O-])c1ccc(CSc2ccccc2)cc1,u
CC(=O)Nc1cnn(-c2ccc(C(=O)N3CCC(c4ccccc4Cl)C3)cc2)c1 (stereo not given),i
CCc1nc2cccnc2n1C1CCN(S(=O)(=O)c2ccc(Cl)cc2)CC1,u
OC(C#CC12CC3CC(CC(C3)C1)C2)c1cccs1 (stereo not given),u
COc1cc(CN2CCN(C(C)C)C(CCO)C2)ccc1OCc1ccccc1 (stereo not given),i
COC(=O)C1=CO[C@@H](O[C@@H]2O[C@H](CO)[C@@H](O)[C@H](O)[C@H]2O)[C@@H]2C(CO)=CC[C@H]12,i

# Sorted by molar mass (smallest number first): 6 of the compounds above.
SMILES,ST2 IL33 inh
O=[N+]([O-])c1ccc(CSc2ccccc2)cc1,u
OC(C#CC12CC3CC(CC(C3)C1)C2)c1cccs1 (stereo not given),u
COC(=O)C1=CO[C@@H](O[C@@H]2O[C@H](CO)[C@@H](O)[C@H](O)[C@H]2O)[C@@H]2C(CO)=CC[C@H]12,i
COc1cc(CN2CCN(C(C)C)C(CCO)C2)ccc1OCc1ccccc1 (stereo not given),i
CCc1nc2cccnc2n1C1CCN(S(=O)(=O)c2ccc(Cl)cc2)CC1,u
COc1cccc(CC(C2CCN(C(=O)C3=CCCC3)CC2)N(C)C(=O)c2ccco2)c1 (stereo not given),u

# The main list resumes, repeating the 5 entries before the break.
SMILES,ST2 IL33 inh
CC(=O)Nc1cnn(-c2ccc(C(=O)N3CCC(c4ccccc4Cl)C3)cc2)c1 (stereo not given),i
CCc1nc2cccnc2n1C1CCN(S(=O)(=O)c2ccc(Cl)cc2)CC1,u
OC(C#CC12CC3CC(CC(C3)C1)C2)c1cccs1 (stereo not given),u
COc1cc(CN2CCN(C(C)C)C(CCO)C2)ccc1OCc1ccccc1 (stereo not given),i
COC(=O)C1=CO[C@@H](O[C@@H]2O[C@H](CO)[C@@H](O)[C@H](O)[C@H]2O)[C@@H]2C(CO)=CC[C@H]12,i
Cc1ccc(S(=O)(=O)N2CCN(C(=O)c3ccccc3)C2)cc1[N+](=O)[O-],i
CC(C)Cc1cc(CNC(=O)C2CC(=O)N(C)c3ccccc32)on1 (stereo not given),i
COc1ccc(C(=O)CCC(=O)Nc2ccc(C)cc2)cc1,i
CCOc1ccccc1NC(=O)CN(C)S(=O)(=O)c1ccc(C(=O)N2CCOCC2)s1,i
COc1ccc(N2C(=O)NC(=O)/C(=C\c3cccn3-c3ccccc3)C2=O)cc1,i
COc1cc(NS(C)(=O)=O)c(OC)cc1Cl,i
Cc1ccc(CNC(=O)C(C)Sc2nc3nc(C)cc(C)n3n2)cc1 (stereo not given),i
O=C1CCCC2=C1C(c1cc([N+](=O)[O-])ccc1O)C1=C(CCCC1=O)N2,i
CCOc1ccc(NC(=O)N2CCC(n3c(C)nc4cccnc43)CC2)cc1,i
Cc1cc(Nc2ccccc2)nc(Nc2ccc(NC(=O)CCc3ccccc3)cc2)n1,u
Cc1ccoc1C(=O)NCCC(=O)Nc1cccc2ccccc12,i
COc1ccc(CNC(=O)C2CCN(C/C(C)=C/c3ccccc3)CC2)cc1,i
COc1ccc(S(=O)(=O)N(CC(=O)NCc2ccco2)Cc2ccccc2)cc1,i
CC(=O)c1cccc(NC(=O)CSc2nnc3c4ccccc4n(C(C)C)c3n2)c1,i
CC(=O)c1ccc(NCN2C(=O)C(=O)c3ccccc32)cc1,i
CC1=C(C(=O)Nc2ccc(C)cc2C)C(c2ccccc2F)n2nnnc2N1 (stereo not given),i
COc1ccc(S(=O)(=O)N2CCc3ccccc32)cc1,i
Cc1cc(C)n(CC(C)NCCn2nc(C)c(Cl)c2C)n1 (stereo not given),u
O=C(Nc1cccc(Br)c1)c1c[nH]c(=O)n(-c2ccccc2)c1=O,i
CCn1cc(C(=O)N2CCN(C)CC2)c2cc(OC)c(OC)cc2c1=O,i
COc1cc(Br)cc(/C=C/c2ccc3cccc(O)c3n2)c1O,38.0%*
C=CCOC(=O)C1=C(C)N=C2SCCC(=O)N2C1c1ccc(OCC=C)cc1 (stereo not given),i
COc1cc(C)c(S(=O)(=O)NCc2cccnc2)cc1C,u
CC1(C)[C@@H]2CC[C@]1(CS(=O)(=O)Nc1ccc(F)cc1)C(=O)C2,i
COc1cccc(NC(=O)Nc2ccc(Cl)c(Cl)c2)c1,i
Cc1cccc(-c2cc(N3CCN(S(=O)(=O)c4ccc(CC(C)C)cc4)CC3)ncn2)c1,i
Cc1cccc(Nc2c3c4c(cccc4n(C)c2=O)C(=O)c2ccccc2-3)c1,i
Cc1cccc2oc(-c3cc(N=Cc4ccccc4[N+](=O)[O-])ccc3O)nc12,u
Cc1ccccc1CN1CCCC(C(=O)Nc2ccccc2Oc2cccnc2)C1 (stereo not given),i
O=C(CS(=O)(=O)c1cn(Cc2ccccc2Cl)c2ccccc12)N1CCOCC1,i
CC(C)c1ccc(Oc2ncnc(N)c2[N+](=O)[O-])cc1,i
CCC(C)NC(=O)CCC(=O)Nc1ccc2nc(N3CC(C)CC(C)C3)cc(C)c2c1 (stereo not given),u
Cc1ccc(C(=O)Nc2cccc(-c3nc4ncccc4o3)c2)cc1C,i
O=C(CCCN1C(=O)c2cccc3cccc(c23)C1=O)Nc1cccnc1,i
CCOC(=O)c1c(NC(=O)c2ccccc2)sc2c1CCN(CC)C2,u
CC(=O)OC12C[C@H]3C[C@@H](C1)CC(C(=O)N1CCN4CCNC(=O)C4C1)(C3)C2 (stereo not given in full),i
Cc1cnc(NC(=O)[C@@H]2C[C@@H]3CC[C@H]2C3)s1,i
Cc1ccccc1OCCSc1nc2ccccc2[nH]1,i
COC(=O)[C@@H]1Cc2nc[nH]c2CN1Cc1ccc(C)cc1,i
c1csc(-c2noc(CN3CCN(C4CCc5ccccc5C4)CC3)n2)c1 (stereo not given),i
Nc1nc(-c2ccc(Cl)c([N+](=O)[O-])c2)nc2c1c(=O)oc1ccccc12,u
O=C(c1ccc(Br)cc1)N1CCN(c2ccc(N3CCOCC3)nn2)CC1,u
O=C(Cc1ccc(Cl)cc1)Nc1ccc(S(=O)(=O)Nc2nccs2)cc1,u
Cc1oc(-c2ccccc2Cl)cc1C(=O)N(C)Cc1noc(C(C)C)n1,i
CSc1nnc2c(n1)OC(c1ccc(C(=O)O)cc1)Nc1ccc(Br)cc1-2 (stereo not given),i
CCCc1[nH]ncc1C(=O)N1CCC2(CN(C)C(=O)O2)C1 (stereo not given),i
O=S(=O)(c1ccc(I)cc1)N1CCSC1c1ccccc1Cl (stereo not given),i
CC(C)c1ccc(N(C(=O)c2ccccc2F)C2C=CS(=O)(=O)C2)cc1 (stereo not given),i
O=C(NCCc1nc2cccnc2n1Cc1ccccc1)Nc1cccc(F)c1,u
Oc1ccccc1C(Nc1ccccn1)c1ccc2cccnc2c1O (stereo not given),u

# Going on with the list:
SMILES,ST2 IL33 inh
CCN(Cc1ccc(OC)cc1)C(=O)c1cn2c(n1)CNCC2,i
CSc1nc2c(c(=O)[nH]1)C(c1cccc(Br)c1)C1=C(CC(C)(C)CC1=O)N2 (stereo not given),i
CCCc1cc(C(=O)Nc2cc(Br)ccc2O)no1,i
COc1ccc(CCNC(=O)c2sc3nc(-c4ccc(OC)cc4)ccc3c2N)cc1,i
COc1ccc(NC(=O)N2CCN(c3ccc(OC)cc3)CC2)cc1,i
COc1ccc(C(CC(=O)N(C)Cc2ccncn2)c2ccccc2)cc1 (stereo not given),i
Cc1cccc(C(NC2CCN(C(=O)C(C)C)CC2)c2cccs2)c1 (stereo not given),i
Cc1ccc(-c2nnc([C@H]3CCN(C(=O)CCC(=O)O)C3)o2)cc1,u
C1COC(COCc2nn3c(C4CC4)nnc3s2)C1 (stereo not given),i
FC(F)(F)c1ccc(-c2noc(CN3CCCC(CN4CCOCC4)C3)n2)cc1 (stereo not given),i
NS(=O)(=O)c1ccc(-n2cccc2C=Nc2ccc3[nH]c(=O)[nH]c3c2)cc1,i
O=C(Nc1cccc(F)c1)c1cc(S(=O)(=O)N2CCCC2)c(Cl)cc1Cl,i
O=C(NCC1CCCO1)C1CCC(=O)N1Cc1ccccc1Cl (stereo not given),i
CC(=O)c1c(C)oc2ccc(O)c(CN3CCOCC3)c12,i
Cc1ccc(CN(C)C(=O)Cc2nc(-c3cccnc3)n[nH]2)o1,u
CN(Cc1nc2ccc(F)cc2[nH]1)Cc1nc(-c2cccs2)no1,i
CCN=C1SC(C(=O)Nc2cccc(Cl)c2)CC(=O)N1CC (stereo not given),i
COc1cc(C(C)=O)ccc1OC(=O)CN1C(=O)c2ccccc2C1=O,i
COC(=O)[C@H]1C[C@@H](O)CCN1S(=O)(=O)c1c(C)cc(OC)c(C)c1C,u
CC(CCO)Nc1nc2c(c(=O)n(C)c(=O)n2C)n1Cc1cccc2ccccc12 (stereo not given),i
C#C[C@@](O)(c1ccccc1)c1ccc(OC)cc1,i
CC(C)(C)c1ccc(NC(=O)O[C@@H]2CO[C@H]3[C@@H]2OC[C@@H]3Nc2nccc(-c3ccccc3)n2)cc1,i
O=c1c2cnn(-c3ccc(Cl)cc3)c2ncn1Cc1ccccn1,i
CCOC(=O)c1c(C)oc2ccc(OCc3ccc(Cl)cc3)cc12,i
O=C(CC(Cc1ccc(Cl)cc1)C(=O)O)Nc1ccc([N+](=O)[O-])cc1 (stereo not given),u
Cn1cc(C(=O)NCCCN2CCN(c3ccc(F)cc3)CC2)c2c3ccccc3n(C)c2c1=O,i
CS(=O)(=O)c1ccc(CN2CC[C@H](c3nc4ncccc4[nH]3)C2)cc1,i
O=C(c1ccc([N+](=O)[O-])cc1)N1CCSC1c1ccccc1 (stereo not given),u
Cc1ccccc1NC1CC(C)Nc2c(C)cccc21 (stereo not given),39.0%*
C/C=C/C=C/C(=O)N1CC[C@]23c4ccccc4N[C@H]4N(C)c5cccc6c5[C@]42CCN([C@H]6C2OC2(C)C)[C@H]13 (stereo not given in full),i

# Two compounds picked at random from the list so far:
SMILES,ST2 IL33 inh
CS(=O)(=O)c1ccc(CN2CC[C@H](c3nc4ncccc4[nH]3)C2)cc1,i
Cc1ccccc1NC1CC(C)Nc2c(C)cccc21 (stereo not given),39.0%*

# Following part
SMILES,ST2 IL33 inh
CC(C)(C)c1ccc(OC(=O)c2ccc(Br)o2)cc1,u
C=CCSc1nnc2c(n1)OC(c1ccccn1)Nc1ccccc1-2 (stereo not given),i
Nc1ccc2c(c1)C(=O)N(CCC(=O)O)C2=O,i
CCCCOc1ccc(/C=c2\sc3nc(-c4cccs4)nn3c2=O)cc1,i
O=C(c1cccn2c(=O)c3c4c(sc3nc12)CCCC4)N1CCN(c2ccc(F)cc2)CC1,i
CC(C)c1ccc(NC(=O)C2CCCCC2C(=O)O)cc1 (stereo not given),i
CCc1c(C)nn(CC(=O)N2CCn3cccc3C2C)c1C (stereo not given),i
O=C(CNS(=O)(=O)c1cccs1)N1CCc2ccccc21,i
Cc1ccc(CSc2nc3c([nH]c4ccccc43)c(=O)n2C)cc1,i
Fc1cccc2sc(Nc3nnc(-c4cccs4)o3)nc12,i
FC(F)(F)C1CN(c2cnc3ccccc3n2)CCO1 (stereo not given),u
O=C(Nc1ccc([N+](=O)[O-])cc1[N+](=O)[O-])c1cc2ccccc2oc1=O,u
CC(=O)Nc1ccc(NC(=O)C(C)Br)cc1 (stereo not given),i
CCOC(=O)C1CCCN(c2ncnc3c2cnn3-c2ccccc2)C1 (stereo not given),i
CCSc1nc(CC(=O)N2CC[C@H]3CC[C@@H](C2)N3)cs1,u
COc1ccc(-c2noc(CCC(=O)Nc3cc(C)on3)n2)cc1,i
O=C(c1cccc(Cn2cccn2)c1)N1CC[C@@H](c2ccc(F)cc2)[C@H](O)C1,i
COCC(=O)N(c1ccc(Br)cc1)C1C=CS(=O)(=O)C1 (stereo not given),i
CS(=O)(=O)N1CCC(NCc2cnn(Cc3ccccc3)c2)CC1,u
Cc1cc(C)nc(NC(=O)Cc2ccc(Br)cc2)n1,u
CCOc1cccc2sc(NC(=O)c3ccc(Cl)s3)nc12,u
CN1CCC(C)(Cn2ccnc2-c2cnc[nH]2)C1 (stereo not given),i
O=[N+]([O-])c1ccc2nc(-c3ccco3)c(-c3ccco3)nc2c1,36.0%*
O=C(CN(c1ccc(Cl)c(C(F)(F)F)c1)S(=O)(=O)c1ccccc1)NCC1CCCO1 (stereo not given),i
CCOc1ccc2sc(C=NCCc3ccccn3)c(O)c2c1,i
COCC(=O)Nc1c(C(=O)Nc2ccc(OC)cc2)oc2ccccc12,i
C/C=C/C(=O)Nc1ccccc1-c1ccc(-c2ccn[nH]2)cc1,i
COc1cc(F)ccc1-c1c(-c2ccccc2)ncn1CC1CCOCC1,i
CN1CCN([C@H]2[C@@H]3OC[C@@H](O3)[C@@H](NC(=O)Nc3cccc(C#N)c3)[C@@H]2O)CC1,u
Cc1ccsc1CN(Cc1ccc(Sc2nncn2C)o1)C1CCCC1,u
